High-throughput results from PubChem BioAssay.
STAT1 act = STAT1 signaling activators, primary screen, cell-based, HTS, luciferase reporter; NIH 3T3 STAT1-luciferase reporter, IFN-gamma, luminescence; 100% = IFN-gamma alone, no compound; activation (% of control), % at 5.5 µM; hit rate 2.6% among 200,000;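 active means activation above the screen-wide mean activation plus 3 SD, cut at about 130% in these data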;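 further: raw ratio to IFN-gamma control signal so 100% means no change and 0% no light; values of inactives mirror those of a sister screen read the other way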
STAT1 inh = STAT1 signaling inhibitors, primary screen, cell-based, HTS, luciferase reporter. NIH 3T3 STAT1-luciferase reporter, IFN-gamma, luminescence. hit rate 0.35% among 200,000. AID 920, 2007. inhibition, % at 5.5 µM;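 active means inhibition above a set limit, the mean inhibition across all tested compounds plus 3 SD, cut at about 34% in these data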;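 further: 0% = IFN-gamma with DMSO and 100% = IFN-gamma with 300 µM nifuroxazide; values of inactives mirror those of a sister screen read the other way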
Diaphorase act = compounds boosting diaphorase resazurin reduction – biochemical, uHTS, resorufin fluorescence, counter-screen for diaphorase-coupled primary assays, primary screen; Diaphorase/resazurin coupled assay, 16 min; stronger effect = higher value; 1 = vehicle wells, 0 = NADH-free wells; activation factor at 20 µM; hit rate 0.005% among 190,000;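 active means diaphorase activity raised at least twofold by the compound at 20 µM; inactive means activation factor below 2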
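Measured by – red resorufin fluorescence at 544/590 nm excitation/emission · Test system – Clostridium kluyveri diaphorase, purified enzyme · Incubation – reaction time 16 min, room temperature · Buffer or medium – 50 mM HEPES pH 7.4 with 4.542 mM MgCl2, 0.005% Tween 20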
Diaphorase inh = diaphorase inhibitors and chemical oxidizers, primary screen, counter-screen for diaphorase-coupled primary assays, biochemical, uHTS, resorufin fluorescence; diaphorase resazurin-to-resorufin fluorescence, NADH, 16 min; bacterial (C. kluyveri) enzyme, not human; inhibition, % at 20 µM; hit rate 0.69% among 190,000;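 active means primary screen inhibition at 20 µM above a set limit, cut at about 50% in these data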;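 further: plate controls were DMSO with full reaction for no effect and wells lacking NADH for full effect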
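material = Clostridium kluyveri diaphorase enzyme | amount = 0.14 U/mL diaphorase, enzyme working solution | schedule = incubation 16 min, room temperature | detection = fluorescence of resorufin formed from resazurin, Ex 544/Em 590 nm | benchmarks = positive control minus NADH, DMSO neutral control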
STAT3 inh = IL-6 driven STAT3 reporter inhibitors, primary screen, U3A cells, luciferase, luminescence, MLSCN library; IL-6 STAT3-luciferase reporter; host cell line lacks STAT1; inhibition, % at 5.5 µM; hit rate 0.89% among 190,000; AID 862, 2007;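 active means inhibition above the mean inhibition across all screened compounds plus 3 SD, cut at about 44% in these data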;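 further: 0% = DMSO only wells and 100% = 100 µM nifuroxazide control wells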
G6PDH CS = L. mesenteroides G6PDH inhibitors, counter-screen for G6PDH-coupled screening assays, biochemical, Leuconostoc mesenteroides enzyme. hit rate 0.12% among 200,000. Purified L. mesenteroides G6PDH, diaphorase/resazurin coupled fluorescence, 45 min. inhibition, % at 5 µM. glucose-6-phosphate dehydrogenase [Leuconostoc mesenteroides]. AID 1020, 2008; in the data active means inhibition above about 50%
TLR4 MyD88 comp = inhibitors of TLR4-MyD88 association in cells, primary screen, cell-based, HeLa CL3-4, BLA complementation, FRET ratio | Toll-like receptor 4 (Homo sapiens) + Myeloid differentiation primary response protein … | hit rate 0.18% among 200,000 | inhibition, % at 8.4 µM | HeLa CL3-4 TLR4/MyD88 BLA complementation; in the data active means inhibition above about 25%;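 further: 0% = vehicle and 100% = reference inhibitor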
Target sequence (O00206 whole entry, looked up): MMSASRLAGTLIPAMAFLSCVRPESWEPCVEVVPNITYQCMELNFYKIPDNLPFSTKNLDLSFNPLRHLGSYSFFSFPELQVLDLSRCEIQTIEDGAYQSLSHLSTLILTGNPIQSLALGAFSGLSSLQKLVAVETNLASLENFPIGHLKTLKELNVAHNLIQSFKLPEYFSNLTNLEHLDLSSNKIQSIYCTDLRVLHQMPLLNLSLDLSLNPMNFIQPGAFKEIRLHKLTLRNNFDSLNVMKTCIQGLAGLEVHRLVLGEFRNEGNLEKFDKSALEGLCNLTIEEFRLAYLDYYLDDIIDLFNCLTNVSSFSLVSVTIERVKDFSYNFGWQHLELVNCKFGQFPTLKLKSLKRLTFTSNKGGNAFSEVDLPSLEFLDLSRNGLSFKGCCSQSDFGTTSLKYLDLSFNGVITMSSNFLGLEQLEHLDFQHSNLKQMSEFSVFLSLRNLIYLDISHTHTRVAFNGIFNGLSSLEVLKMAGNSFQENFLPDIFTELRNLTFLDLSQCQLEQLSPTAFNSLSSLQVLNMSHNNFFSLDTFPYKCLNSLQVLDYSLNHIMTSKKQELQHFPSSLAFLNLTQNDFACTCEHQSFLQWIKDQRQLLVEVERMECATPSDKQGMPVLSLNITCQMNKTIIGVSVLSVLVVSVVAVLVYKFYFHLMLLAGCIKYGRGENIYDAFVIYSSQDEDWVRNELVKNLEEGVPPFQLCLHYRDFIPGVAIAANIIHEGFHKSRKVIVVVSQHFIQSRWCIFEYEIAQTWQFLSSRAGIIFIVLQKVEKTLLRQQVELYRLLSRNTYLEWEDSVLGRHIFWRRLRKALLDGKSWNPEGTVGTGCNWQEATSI
Target sequence (Q99836 whole entry, looked up): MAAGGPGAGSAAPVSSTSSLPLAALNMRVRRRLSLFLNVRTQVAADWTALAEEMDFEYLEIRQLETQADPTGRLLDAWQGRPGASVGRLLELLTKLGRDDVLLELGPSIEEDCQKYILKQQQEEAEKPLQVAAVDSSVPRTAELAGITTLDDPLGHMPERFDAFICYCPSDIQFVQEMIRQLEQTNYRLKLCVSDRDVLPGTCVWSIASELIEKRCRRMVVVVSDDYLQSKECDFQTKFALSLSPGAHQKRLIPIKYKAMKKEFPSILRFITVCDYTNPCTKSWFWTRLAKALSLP
Hsp70 act = Hsp70 transcriptional activators, primary screen, cell-based, HeLa, Hsp70 promoter luciferase, luminescence, 10 µM. activation, % at 10 µM. HeLa Hsp70 promoter luciferase reporter; scaled: vehicle 0, proteasome-inhibitor control 100%. hit rate 0.04% among 200,000;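 active means activation above the mean across all tested compounds plus 3 SD, cutoff set per campaign, cut at about 5.5% in these data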;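 further: 100% = MG132 at 30 µM as the positive control and 0% = DMSO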
APP transl inh = inhibitors of APP translation via 5'UTR reporter, primary screen, APP 5'UTR luciferase, SH-SY5Y cells; SH-SY5Y APP 5'UTR-luciferase reporter, luminescence; inhibition, % at 2 µM; hit rate 0.82% among 190,000;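 active means inhibition above a set limit, derived from the sample mean plus 3 SD, cut at about 45% in these data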; further: values of inactives mirror those of a sister screen read the other way
STAT3 act = IL-6 driven STAT3 reporter potentiators, primary screen, U3A cells, luciferase, luminescence, MLSCN library | IL-6 STAT3-luciferase reporter; 100% = signal with IL-6 EC80 alone | activation (% of control), % at 5.6 µM | hit rate 0.91% among 190,000;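 active means activation above the screen-wide mean of compound activation plus 3 SD, cut at about 130% in these data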;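 further: 0% = background luminescence of wells with medium and substrate only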
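Detection: reporter luminescence signal / Assay system: STAT1-lacking human U3A cells, STAT3 luciferase reporter / Incubation: compound pre-incubation 1 h before IL-6, then 6 h stimulation at 37 °C / Control set: IL-6-only high control / Read-out: % activation relative to IL-6 control / Probe or stimulus: Interleukin-6, 33 ng/mL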
* = called active by the depositor; nt = not tested or not shown.

Compound	Diaphorase act	G6PDH CS	Hsp70 act	TLR4 MyD88 comp	STAT3 act	APP transl inh	Diaphorase inh	STAT3 inh	STAT1 inh	STAT1 act
Cc1cc(C(=O)Nc2c(C)nn(Cc3ccccc3Cl)c2C)no1	0.9	2	-0.3	-10	116	-9	7	-8	-5	105
Cc1nn(-c2ccccc2)c2c1C1(C(=O)N(C)c3ccccc31)N(c1ccccc1)C(=O)N2 (configuration not stated)	0.9	-7	-0.5	6	104	-9	11	0	8	92
C=CCOc1ccccc1CN1CCC(CO)(CCOc2ccccc2)CC1	0.9	13	0.0	-1	103	12	12	1	-1	100
O=C(NC(=S)Nc1cccnc1Cl)c1ccco1	0.8	7	-0.1	4	88	-7	20	17	-19	115
O=C(COc1ccc(Br)cc1F)N1CCN(c2ncccn2)CC1	0.9	-6	-0.5	-2	100	-7	6	4	0	99
Cc1ccc(NC(=O)c2ccco2)cc1NC(=O)CSc1nnc(-c2cccs2)n1C	0.8	-14	-0.5	0	96	0	24	9	12	89
CCCCn1c(=O)[nH]c(=O)c2c1ncn2Cc1ccco1	0.9	13	-0.4	3	101	nt	11	-2	0	100
CCCC(=O)Nc1nc2c(c(=O)[nH]1)CCCC2	0.9	1	-0.2	6	104	-29	8	-4	12	89
CCOCCCNS(=O)(=O)c1ccc(-n2cnnn2)c(OC)c1	0.9	1	0.1	8	104	6	5	2	1	99
COc1cc2cc(Oc3ccc4ccc(=O)oc4c3)c(=O)oc2cc1OC1OC(COC(=O)CC(C)(O)CC(=O)O)C(O)C(O)C1O (configuration not stated)	0.9	8	-0.4	-6	95	7	10	3	9	92
Nc1nc2c(F)cccc2s1	0.9	-1	-0.6	2	108	9	12	-6	6	95
COc1ccc(/C(N)=N/OC(=O)c2ccc([N+](=O)[O-])c(C)c2)cc1OC	1	3	0.0	-4	89	9	3	18	-8	106
CNC(=S)NNC(=O)c1ccccc1Br	0.9	16	-0.5	1	96	1	10	2	-1	103
O=C(c1cn(CC(=O)N2CCCCC2)c2ccccc12)C1CC1	0.9	4	0.1	-1	103	-1	14	-1	0	100
CN(C)C(=O)Cn1c(SCC(=O)N2CCCc3ccccc32)nc2ccccc21	0.9	7	-0.3	-15	107	2	12	-5	-15	114
CCSC1=C(C#N)C(c2ccccc2C)CC(=O)N1 (configuration not stated)	0.9	-5	-0.1	5	104	-3	11	0	1	100
Cc1cccc(N=C2NN=C(c3ccccc3F)CS2)c1C	1	4	-0.1	-2	94	-40	3	9	-22	119
N#CN(CC(N)=O)c1nc(N2CCCCC2)nc(N2CCCCC2)n1	0.9	-2	0.1	-11	98	-10	10	5	3	97
Clc1ccc(Cn2cnc3ccccc32)cc1	1	10	-0.1	-16	87	-8	3	20	12	88
CC(NC(=O)CCN1N=C(c2ccccc2)CCC1=O)c1ccc2c(c1)OCCO2 (configuration not stated)	0.9	5	0.0	11	97	0	7	7	3	97
CC(C)CCCNc1nc(N2CCOCC2)nc(N2CCOCC2)n1	0.9	-18	-0.5	2	112	28	5	-15	3	98
CC(C)C(=O)Nc1ccc(C(=O)c2ccccc2)cc1	1.1	4	0.1	-6	105	-23	-11	-5	-27	127
O=S1(=O)CC(O)C(Nc2ccc(Cl)cc2)C1 (configuration not stated)	1	14	-0.3	-2	100	-6	1	4	-8	104
O=C1c2sc3nc4c(c(=O)n3c2C(=O)N1c1ccccc1)CCC4	0.9	17	-0.1	-15	79	2	14	32	5	95
Cn1c(=O)n(CCN2CCOCC2)c(=O)c2c1nc1n2CCN1c1ccccc1	nt	nt	0.4	-5	102	10	nt	2	-5	104

Taken from the listing, 3 compounds:
Compound	Diaphorase act	G6PDH CS	Hsp70 act	TLR4 MyD88 comp	STAT3 act	APP transl inh	Diaphorase inh	STAT3 inh	STAT1 inh	STAT1 act
O=S1(=O)CC(O)C(Nc2ccc(Cl)cc2)C1 (configuration not stated)	1	14	-0.3	-2	100	-6	1	4	-8	104
O=C1c2sc3nc4c(c(=O)n3c2C(=O)N1c1ccccc1)CCC4	0.9	17	-0.1	-15	79	2	14	32	5	95
Cn1c(=O)n(CCN2CCOCC2)c(=O)c2c1nc1n2CCN1c1ccccc1	nt	nt	0.4	-5	102	10	nt	2	-5	104

(list continues)
Compound	Diaphorase act	G6PDH CS	Hsp70 act	TLR4 MyD88 comp	STAT3 act	APP transl inh	Diaphorase inh	STAT3 inh	STAT1 inh	STAT1 act
CCCOc1ccc(C2C(C(=O)/C=C/c3ccco3)=C(O)C(=O)N2CCN2CCOCC2)cc1OC (configuration not stated)	0.7	18	-0.1	14	106	13	27	0	0	98
N#CCCn1cc(/C=N/NC(=O)c2ccncc2)c(-c2ccccc2)n1	1	8	0.0	5	99	-10	0	10	9	93
Cc1onc(-c2c(Cl)cccc2Cl)c1C(=O)N1CCc2ccccc21	0.7	-4	0.0	-1	104	-10	29	-1	4	96
N#CCCN(Cc1cccnc1)C(=S)NC(=O)c1ccco1	1	18	0.0	8	108	0	-3	-4	0	100
Cc1ccc(C(C#N)c2ccc(Cl)nn2)cc1 (configuration not stated)	0.9	7	-0.2	-3	74	6	8	36	3	96
N#Cc1c(Sc2ncc(C(F)(F)F)cc2Cl)nsc1C/C=N\OCc1c(F)cccc1Cl	0.8	-1	-0.2	-18	97	-5	18	5	7	93
CCC(=O)c1c[nH]c(C(=O)NCC2CCCO2)c1 (configuration not stated)	0.9	-9	-0.2	4	95	6	8	14	5	91
COCCNC(=O)c1c(C)cc(C)cc1C	0.9	9	-0.1	2	97	2	7	6	0	98
Cc1ccc(-n2cc(C(=O)c3ccc(N4CCN(C)CC4)cc3)nn2)cc1Cl	1.3	-8	-0.1	10	94	-1	-29	10	-12	109
O=C(/C=C/c1cccc([N+](=O)[O-])c1)NCCN1C(=O)S/C(=C\c2ccc(F)cc2)C1=O	0.9	-3	-0.2	2	98	-25	9	0	0	100
COc1ccc2c(c1)c(=O)oc1c(C)c(OCc3cc(C(=O)O)oc3C)ccc12	0.5	4	-0.3	-7	108	-5	47	-8	-2	100
CC(=O)/C(N=Nc1cc(C)ccc1O)=C(\C)O	0.8	25	-0.2	-9	149*	-4	19	-53	10	89
O=C(Nc1cccc(C(F)(F)F)c1)c1cnc2n(c1=O)CCS2	0.9	0	0.1	-11	81	-10	14	30	-9	108
O=C(CSC1=NCCS1)N1CCOCC1	1	6	0.2	5	102	-19	4	6	0	100
COCCCNC(=O)c1oc2ccc(S(=O)(=O)N(C)C3CCCCC3)cc2c1C	0.8	1	-0.2	-9	104	2	21	-2	0	100
CCOC(=O)c1cccc(NC(=O)CN(c2ccc(C)cc2)S(=O)(=O)c2c(C)noc2C)c1	0.9	12	0.0	8	107	-5	9	-3	-5	104
Cc1cccc(N2C(=O)CC(SC(=Nc3ccccc3)Nc3ccccc3)C2=O)c1 (configuration not stated)	0.8	-19	-0.1	3	111	5	16	-8	6	95
CCOC(=O)C1(Cc2ccccc2)CCN(Cc2ccc3c(c2)OCCO3)CC1	1	10	-0.4	-13	105	5	-5	0	2	97
Cc1nn(C)cc1CNC(=O)c1cccc(Cl)c1	0.9	-5	-0.1	1	103	-19	12	2	5	95
COCCNC(=S)N/N=C(\C)c1cccc([N+](=O)[O-])c1	0.9	7	-0.2	-2	100	-12	13	3	2	99
COc1cc(C(=O)NCC(=O)N/N=C(/C)c2cccs2)cc(OC)c1OC	1	5	-0.4	10	100	0	-2	-2	3	97
CN(C)S(=O)(=O)c1ccc(C(=O)NCc2cccs2)cc1	1.1	-2	0.1	-4	106	5	-5	0	-4	104
O=C1CN=C(Nc2ccc(Cl)cc2)N1c1ccccc1	0.9	6	-0.1	4	108	-21	13	-6	1	99
Cc1ccc(-c2nnc3c4ccccc4c(C)nn23)cc1NC(=O)c1ccco1	nt	nt	-0.3	-11	92	8	nt	14	-1	101
O=C(N/N=C/c1ccco1)c1cc(-c2cccc(Br)c2)nc2ccccc12	0.9	0	-0.2	8	83	2	9	23	2	98

STAT3 act: what is marked active above.
structure | Hsp70 act | TLR4 MyD88 comp | STAT3 act | APP transl inh | STAT1 inh | STAT1 act
CC(=O)/C(N=Nc1cc(C)ccc1O)=C(\C)O | -0.2 | -9 | 149* | -4 | 10 | 89

Back to the main list, repeating the two entries before the break.
Compound	Diaphorase act	G6PDH CS	Hsp70 act	TLR4 MyD88 comp	STAT3 act	APP transl inh	Diaphorase inh	STAT3 inh	STAT1 inh	STAT1 act
Cc1ccc(-c2nnc3c4ccccc4c(C)nn23)cc1NC(=O)c1ccco1	nt	nt	-0.3	-11	92	8	nt	14	-1	101
O=C(N/N=C/c1ccco1)c1cc(-c2cccc(Br)c2)nc2ccccc12	0.9	0	-0.2	8	83	2	9	23	2	98
CCNC(=O)N1c2ccccc2Sc2ccccc21	0.8	12	0.1	8	99	6	19	6	-1	98
Cn1c(NCCCO)nc2ccccc21	0.9	3	-0.3	9	103	0	10	-6	-4	104
CNC(=O)c1ccccc1F	0.9	2	-0.7	-15	108	6	12	-10	3	99
COc1ccc(Cl)cc1NC(=O)CNc1ccc(F)cc1C	0.8	0	0.1	-2	90	2	21	12	3	97
O=C(c1ccco1)N1CCN(c2nc(C(F)(F)F)nc3c2nnn3Cc2ccccc2)CC1	0.8	2	0.0	0	77	1	21	30	-3	102

A different layout for some results above:
The line under a structure holds: Diaphorase act | G6PDH CS | Hsp70 act | TLR4 MyD88 comp | STAT3 act | APP transl inh | Diaphorase inh | STAT3 inh | STAT1 inh | STAT1 act
> O=C(NC(=S)Nc1cccnc1Cl)c1ccco1
    0.8 | 7 | -0.1 | 4 | 88 | -7 | 20 | 17 | -19 | 115
> O=C(COc1ccc(Br)cc1F)N1CCN(c2ncccn2)CC1
    0.9 | -6 | -0.5 | -2 | 100 | -7 | 6 | 4 | 0 | 99

Outcome played no part in choosing rows. Share with any hit: about 6.1%.
